Mdm2-MdmX inh = human Mdm2/MdmX binding inhibition; O15151+Q00987; SaOS-2 split-luciferase Mdm2/MdmX complementation, luminescence; inhibition, % at 8 µM; 330,000 tested, 3% active;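 active = inhibition of at least 50% at 8 µM in the primary screen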
Target sequence (O15151 whole entry, looked up): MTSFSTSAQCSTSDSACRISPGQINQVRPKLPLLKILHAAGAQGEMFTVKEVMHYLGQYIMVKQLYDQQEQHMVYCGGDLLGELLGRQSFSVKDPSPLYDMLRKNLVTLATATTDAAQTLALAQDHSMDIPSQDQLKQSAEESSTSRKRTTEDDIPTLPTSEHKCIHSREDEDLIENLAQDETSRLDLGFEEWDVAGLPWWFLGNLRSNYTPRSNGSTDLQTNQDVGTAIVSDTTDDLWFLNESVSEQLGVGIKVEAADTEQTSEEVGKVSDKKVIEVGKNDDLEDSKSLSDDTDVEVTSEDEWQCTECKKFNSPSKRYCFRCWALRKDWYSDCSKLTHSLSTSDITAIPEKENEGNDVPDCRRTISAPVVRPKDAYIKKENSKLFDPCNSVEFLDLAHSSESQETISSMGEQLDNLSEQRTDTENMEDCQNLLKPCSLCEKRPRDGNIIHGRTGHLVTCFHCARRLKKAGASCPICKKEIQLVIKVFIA
Target sequence (Q00987 whole entry, looked up): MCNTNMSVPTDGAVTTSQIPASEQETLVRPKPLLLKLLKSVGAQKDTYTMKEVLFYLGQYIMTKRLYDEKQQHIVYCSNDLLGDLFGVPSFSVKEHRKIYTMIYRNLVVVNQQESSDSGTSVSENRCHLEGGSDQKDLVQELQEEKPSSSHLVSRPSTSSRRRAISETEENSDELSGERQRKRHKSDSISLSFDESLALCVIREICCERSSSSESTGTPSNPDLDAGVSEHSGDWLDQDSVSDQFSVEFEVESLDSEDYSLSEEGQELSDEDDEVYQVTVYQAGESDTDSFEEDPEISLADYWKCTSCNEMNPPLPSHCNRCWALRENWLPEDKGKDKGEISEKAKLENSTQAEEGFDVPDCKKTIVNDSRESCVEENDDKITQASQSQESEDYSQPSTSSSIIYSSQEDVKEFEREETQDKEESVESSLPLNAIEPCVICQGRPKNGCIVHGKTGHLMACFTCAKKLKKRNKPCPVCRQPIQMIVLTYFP
UPR CHOP act = apoptotic UPR (CHOP) activation | CHO-CHOP luciferase reporter, luminescence; percent of tunicamycin response over DMSO baseline | activation, % at 10 µM | 330,000 tested, 0.34% active;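 active = at 10 µM dose, activation of 40% or more, normalized to positive control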;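 also: 100% = tunicamycin at 10 µg/mL and 0% = DMSO alone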
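System: CHO-CHOP luciferase reporter cell line; amount: 500 cells/well; buffer or medium: F12 medium containing 10% fetal bovine serum; incubation: 6 h compound exposure at 37 °C after overnight seeding; measured by: luciferase luminescence after 10 min with Steady-Glo reagent; evaluation: % reporter activation, DMSO baseline versus tunicamycin full activation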
TIM10 inh = growth inhibitors of TIM10 yeast strain. inhibition, % at 10 µM. 330,000 tested, 1.4% active. S. cerevisiae TIM10 strain growth, BacTiter-Glo luminescence, 24 h;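 active = inhibition of 40% or more at the single tested concentration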;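 also: wild-type TIM10 isogenic control strain grown at permissive 25 °C; 0% = DMSO yeast wells and 100% = minimal medium wells without yeast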
tim10-1 inh = tim10-1 yeast growth inhibition; S. cerevisiae tim10-1 ts strain growth, BacTiter-Glo, 24 h; inhibition, % at 20 µM; 330,000 tested, 2.2% active;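 active = inhibition of at least 40%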;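 also: mutant grown at 25 °C; 0% = DMSO wells with yeast and 100% = wells holding no yeast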
697 NFkB inh = inhibitors of the PMA/ionomycin-induced NF-kB reporter in 697 B cells; inhibition, % at 4 µM; 330,000 tested, 0.33% active; 697 B-cell NF-kB luciferase reporter, 16 h; AID 435022; in the data active = inhibition above about 35%
XBP1 UPR activ = activators of adaptive arm of unfolded protein response (XBP1) | AID 463104 | 330,000 tested, 0.33% active | activation, % at 20 µM | CHO-XBP1 luciferase reporter, IRE1-XBP1 UPR activation, luminescence; percent of tunicamycin response, DMSO as zero;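 active = versus positive control, 20 µM dose yields 30% or more activation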;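 also: 100% = tunicamycin at 10 µg/mL and 0% = DMSO only wells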
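assay system = CHO-XBP1 luciferase reporter cells | amount = 1000 cells/well | buffer or medium = F12 plus 10% FBS | compound dosing = single point, 20 µM final compound, 1% DMSO | incubation = 16-18 h cell attachment at 37 °C, then 6 h compound exposure | detection = Steady-Glo luminescence read | controls = tunicamycin 10 µg/mL and vehicle-only wells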
tim23-1 inh = inhibits growth of tim23-1 mutant yeast. S. cerevisiae tim23-1 growth, BacTiter-Glo luminescence, 24 h. inhibition, % at 20 µM. 330,000 tested, 1.3% active. AID 463212;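 active = growth inhibition of the mutant yeast at or above 50%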;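 also: temperature-sensitive mutant grown at 25 °C; plate controls were DMSO-treated mutant yeast for no effect and medium wells lacking yeast for full effect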
Jurkat NFkB inh = lowers PMA/ionomycin-induced NF-kB signal in Jurkat cells; PMA/ionomycin-induced NF-kB luciferase reporter, luminescence; inhibition, % at 4 µM; 330,000 tested, 0.53% active; AID 435003; in the data active = inhibition above about 50%
Numbers without * were called inactive.

SMILES	Mdm2-MdmX inh	UPR CHOP act	TIM10 inh	tim10-1 inh	697 NFkB inh	XBP1 UPR activ	tim23-1 inh	Jurkat NFkB inh
CN(C)S(=O)(=O)n1cc(/C=C(\NC(=O)c2ccccc2Cl)C(=O)NCCN2CCOCC2)c2ccccc21	29	-0.2	5	-8	6	-6	0	6
O=C(COC(=O)CNS(=O)(=O)c1ccc2ccccc2c1)Nc1ccccc1Sc1ccccc1	19	-0.4	19	17	11	1	25	5
Cc1noc(C)c1CSc1nnc2scc(-c3ccccc3)n12	29	-2.0	9	11	12	2	13	1
Cc1ccc(-n2c(=S)[nH]c3c(oc4ccccc43)c2=O)cc1	6	4.4	6	12	-31	-1	36	-43
CCC1CN(C(=O)N2CCC(C(=O)NCc3ccco3)CC2)c2ccccc2O1 (centres undefined)	6	0.5	-6	12	6	-1	9	-2
O=C(NCc1cccc(C(F)(F)F)c1)C1CC2Cn3c(nc4ccccc43)C2N1Cc1ccccc1 (centres undefined)	2	-2.1	-15	16	0	1	-6	-5
Oc1ccc(/C=N/NC(=S)NC2CC3CCC2C3)cc1 (centres undefined)	-1	2.0	58*	42*	-249	7	42	-20
Cc1ccc(OCC(=O)NNC(=O)CSc2ncnc3sc(C)c(C)c23)cc1	3	-1.7	-13	-15	-26	2	-9	-2
COc1ccccc1CC(NC(C)=O)C(=O)NC1CCN(C(=O)c2ccc(C)cc2)CC1 (centres undefined)	7	0.4	12	9	6	0	9	3
C=CCSc1ncccc1C(=O)O	19	-1.6	-1	5	12	-1	-1	-5
COc1ccc(C(=O)NN(C)c2nc(-c3ccccc3)cc(C)c2S(C)(=O)=O)cc1	3	-0.1	4	1	5	-3	3	13
O=C(Nc1ccc(-c2cccc(F)c2)cc1)C1CCCN(Cc2ccccn2)C1 (centres undefined)	17	1.5	23	38	5	2	25	12
C=CCNc1oc(-c2cccc(F)c2)nc1C#N	6	6.1	16	34	-17	12	11	-1
Cc1ccc(-c2nnn(CC(=O)N3CCCCC3)n2)cc1	5	0.9	-1	18	-6	-1	7	12
CCOC(=O)C1=C(CN2c3ccccc3CC2C)NC(=O)NC1c1ccccc1 (centres undefined)	15	4.8	12	32	-24	1	35	2
CCOC(=O)c1c(C)oc2ccc(OC(=O)COc3c(F)c(F)c(F)c(F)c3F)cc12	-7	-0.7	4	12	10	2	-7	3
Cn1nc(C(F)(F)F)c(/C=N/OC(=O)c2ccccc2Cl)c1SCc1ccc(Cl)cc1	7	2.1	-35	20	-8	9	-5	4
Cc1cc(C)cc(OCCCCn2cncn2)c1	11	-0.8	-9	-5	3	-4	-3	5
COc1ccccc1NS(=O)(=O)c1cc(C(=O)NCCC(C)C)ccc1F	22	-0.7	8	-19	-10	-2	5	-10
Cc1cccc(C)c1NS(=O)(=O)c1ccc2c(c1)C(=O)c1ccccc1C2=O	9	2.0	10	15	3	1	-3	0
Cc1cc(C)cc(C(=O)NCC(=O)N2CCN(c3cccc(Cl)c3)CC2)c1	0	-0.8	-5	24	-8	-10	25	1
O=C1C2CCCN2C(c2cccc(F)c2)N1c1cccc(Cl)c1 (centres undefined)	-4	-0.9	-15	-9	8	-4	2	8
O=C(COc1ccccc1)OCc1cc2ccccc2[nH]c1=O	6	-1.2	4	4	-11	-2	8	5
COC(=O)c1cc(S(=O)(=O)NCCc2cccc(C)c2)cn1C	0	1.3	12	6	-25	-2	9	-3
COc1ccc(NC(=O)CN2CCCN(S(=O)(=O)c3ccc(F)cc3)CC2)c(OC)c1	14	0.2	1	13	6	-5	10	3
COC(=O)CCC(=O)c1oc2ccc(OC)cc2c1N	-51	3.4	-6	9	7	-9	15	-80
CS(=O)(=O)N(Cc1ccccc1)c1ccc(C(=O)NC2CCCCC2O)cc1 (centres undefined)	7	0.2	-1	5	7	1	6	-5
CN(C(=O)CNc1ccccc1Cl)C1CCS(=O)(=O)C1 (centres undefined)	16	0.3	5	-22	2	0	0	0
C=CCn1c(SCC(=O)NC(=O)c2cccc([N+](=O)[O-])c2)nnc1-c1ccccc1	1	3.7	5	0	21	-1	-4	15
COc1cc(NS(=O)(=O)c2ccc(Cl)cc2)c(C(=O)O)cc1OC	0	1.1	-1	6	5	-1	8	5
Oc1ccccc1Cn1nnc2ccccc21	2	2.1	0	-22	8	1	9	0
Oc1ccccc1C1=Nc2ncnn2C(c2ccccc2)C1 (centres undefined)	8	2.4	10	37	11	1	25	-4
O=C1OC(c2ccccc2)c2ccccc21 (centres undefined)	21	2.2	-13	-10	-23	1	-3	3
COc1ccc(C)cc1NC(=O)CN(C)S(=O)(=O)c1ccc2c(c1)n(C)c(=O)c(=O)n2C	15	-0.4	4	4	-6	1	-6	-5
COc1cc2c(cc1OC)C(C(=O)Nc1cc(C)c(OC)c(C)c1)CC(=O)N2 (centres undefined)	19	-0.4	-5	-6	16	-3	-9	-11
COc1ccc(N2C(=O)CC(N3CCN(S(=O)(=O)c4cc(C)ccc4C)CC3)C2=O)cc1 (centres undefined)	-8	1.4	16	17	-10	0	12	5
Cc1nn(-c2ccccc2)c(N)c1N=Nc1cccnc1	-7	3.3	34	-5	-74	5	-26	-45
CCNC(=S)N=Nc1c(O)n(Cc2ccc(Cl)cc2)c2ccccc12	34	4.1	20	37	-43	2	26	5
O=C(/C=C/c1ccccc1)NCC(=O)N/N=C/c1ccco1	6	1.2	8	2	16	-4	4	20
COc1ccc(N(CC(=O)NCc2ccco2)S(=O)(=O)c2ccc(C)cc2)cc1OC	16	-0.1	2	-3	14	4	-18	0
CCOc1ccccc1NC(=O)C(OC(=O)c1cnccn1)c1ccccc1 (centres undefined)	-2	1.8	5	19	-27	-3	15	-5
COc1ccc(S(=O)(=O)NCC(=O)N(CC(=O)NCc2ccccc2)Cc2ccco2)cc1	21	-1.1	-9	-6	11	-1	15	-2
O=[n+]1cc(-c2cccc3ccccc23)n([O-])c2c1CCC2	-2	-2.0	2	-6	9	-1	-2	1
Cc1ccc2nc(NC(=O)CCn3c(=O)sc4ccccc43)sc2c1	12	2.8	0	-12	6	-2	-1	0
NC(N)=NS(=O)(=O)c1ccc(NC(=S)NC(=O)c2ccncc2)cc1	16	0.0	-11	1	16	-1	-57	17
CC(=O)N1c2ccc(S(=O)(=O)NCCC(=O)NC3CCCC(C)C3C)cc2CC1C (centres undefined)	18	-2.5	3	0	-2	-4	6	-5
COc1ccc(NC(=O)[C@@H](NC(=O)c2ccccc2F)C(C)C)cc1S(=O)(=O)N1CCOCC1	14	0.2	3	6	20	0	22	-14
CCOC(=O)c1c(NC(=O)Nc2cccc(Cl)c2)sc(C)c1C	8	-1.2	9	14	23	1	-1	-7
Cc1cccc(NC(=O)Cn2c(=O)n3nc(CCn4nc(C)cc4C)nc3c3ccccc32)c1	-17	0.5	11	12	-1	0	11	8
Cc1ccc[n+](-c2nc3ccccc3nc2[N-]S(=O)(=O)c2ccccc2)c1	0	-1.7	7	-7	-1	1	12	-13
CC(C)(C)NC(=O)NC(=O)CSc1nnc2ccccn12	16	7.4	-1	-5	6	-2	6	12
Cc1c(S(=O)(=O)N2CCN(c3ccccc3)CC2)c(=O)n(C)c(=O)n1C	-18	-0.4	-1	-2	8	1	18	7
O=C(CSCc1cccc(F)c1)N1CCN(c2ccccc2)CC1	-87	2.4	11	43*	-67	2	23	-49
CCn1ncc(Br)c1C(=O)Nc1cc(C(=O)OC)ccc1C(=O)OC	2	-0.6	-4	-14	-4	-2	-8	13
CCOc1ccc(N(CC(=O)NC2CCCC2)C(=O)c2ccc(C)s2)cc1	8	0.9	18	16	13	21	24	5
CCn1c(=O)n(CC)c2cc(N3CCCC3)c(NC(=O)c3cc(Cl)ccc3OC)cc21	64*	1.0	13	35	-14	0	27	-22
CN(C)C(=O)c1ccc2c3c(cccc13)CC2	20	-0.7	12	7	0	1	-1	4
CC(C)N1CCC(=NNc2ccc(S(=O)(=O)N3CCOCC3)cc2[N+](=O)[O-])CC1	-2	1.7	7	-17	14	-3	3	11
Cc1ccc(-c2nnc(NC(=O)c3ccc([N+](=O)[O-])o3)o2)c(C)c1	25	0.2	-19	9	-23	-1	7	1
O=c1cc[nH]c2ccc([N+](=O)[O-])cc12	-5	1.7	-2	12	-2	2	4	-9
(continued)
SMILES	Mdm2-MdmX inh	UPR CHOP act	TIM10 inh	tim10-1 inh	697 NFkB inh	XBP1 UPR activ	tim23-1 inh	Jurkat NFkB inh
CCCCCCCCOC(=O)c1nc(Cl)c(Cl)c(N)c1Cl	-5	5.2	-20	14	-30	-2	-6	-5
C=CCN1C(=O)N(/C=C/C)c2cccc3cccc1c23	25	-0.2	0	26	1	4	27	-3
Cn1c(SCc2ccc(F)cc2)nnc1-c1ccncc1	22	1.9	-16	16	-4	-2	14	-19
COc1ccc(/C=C(\C#N)C(=O)N2COCC2(C)C)cc1	-10	2.4	21	47*	-8	-1	47	-7
O=C(CN1CCN(Cc2ccccc2Cl)C1=O)NCC1CCCO1 (centres undefined)	-7	-0.9	-11	4	9	-2	-9	-2
CCOc1ccccc1C(=O)N[C@H](C(=O)NNC(=O)c1cccs1)C(C)C	-9	0.7	-8	-8	25	0	-9	0
COc1ccccc1NS(=O)(=O)c1ccc(NC(=O)CCNC(=O)c2ccco2)cc1	1	-1.0	-11	7	-11	-1	0	-7
Cc1cc(C)n(CC2CC(=O)N(c3ccc(Cl)cc3)C2=O)n1 (centres undefined)	2	0.3	-5	8	13	2	-8	-19
CCC/C(C#CCCN1C(=O)c2ccccc2C1=O)=C1/c2ccccc2C(=O)N1c1ccccc1	40	-0.1	7	9	8	-3	8	-6
Cn1cccc1CC(=O)NNC(=S)Nc1ccc(Cl)cc1	4	-0.2	-1	17	-19	0	0	-9
OC1CCCN(C(=S)NCc2ccccc2)C1 (centres undefined)	-9	-1.4	-9	3	5	0	-4	-6
O=C(NCC(c1cccnc1)N1CCOCC1)C1CCCCC1 (centres undefined)	21	-2.7	7	13	11	-3	14	-10
O=C(CS(=O)(=O)Cc1ccccc1)Nc1ccc(S(=O)(=O)N2CCOCC2)cc1	8	-2.8	-1	-3	16	-4	10	-4
CC1(C)CC(=O)C2=C(C1)Oc1ncn(CCO)c(=N)c1C2c1ccccc1 (centres undefined)	22	-0.3	-13	11	-8	1	9	7
Cc1ccc(SCC(=O)c2cc(C)c(OC(=S)N(C)C)c(C)c2)cc1	-65	5.7	0	-1	-61	-2	15	-77
COc1ccc(C(CC(=O)c2ccccc2)CC(=O)c2ccccc2)cc1	2	-2.2	22	11	10	3	32	-7
COc1ccc(C2/C(=C(/O)c3ccccc3)C(=O)C(=O)N2c2ccccn2)cc1 (centres undefined)	11	0.8	-25	-23	8	0	1	-1

Assay outcomes (PubChem BioAssay)
